# Compound activity (PubChem)
# SRC2 inh: inhibition of GAL4-SRC2 driven luciferase reporter, primary screen, SRC2 inhibitor project, cell-based, luminescence; Nuclear receptor coactivator 2 (Homo sapiens), Q15596; HEK293 GAL4-SRC2 luciferase reporter; inhibition, % at 9 µM; actives 0.17% (n = 370,000); AID 651957, 2012;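 active = inhibition above the mean inhibition of all tested compounds plus 3 SD, set per campaign, cut at about 52% in these data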;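 also: 0% = DMSO treated cells and 100% = cells given Gossypol at 36 µM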
# SRC3 inh: SRC3 coactivator transcriptional activity inhibitors, primary screen, cell-based, luminescence | AID 588352, 2011 | HEK293 GAL4-SRC3 luciferase reporter | inhibition, % at 3.6 µM | actives 0.17% (n = 360,000) | Nuclear receptor coactivator 3 (Homo sapiens), Q9Y6Q9;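 active = inhibition above a per-campaign cutoff, the mean of all compounds plus 3 SD, cut at about 60% in these data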;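 also: 0% = DMSO-treated cells and 100% = gossypol-treated cells at 36 µM; higher means less SRC3-driven luciferase light from the GAL4 reporter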
# Target sequence (Q9Y6Q9 whole entry, looked up, the tested form may be a part): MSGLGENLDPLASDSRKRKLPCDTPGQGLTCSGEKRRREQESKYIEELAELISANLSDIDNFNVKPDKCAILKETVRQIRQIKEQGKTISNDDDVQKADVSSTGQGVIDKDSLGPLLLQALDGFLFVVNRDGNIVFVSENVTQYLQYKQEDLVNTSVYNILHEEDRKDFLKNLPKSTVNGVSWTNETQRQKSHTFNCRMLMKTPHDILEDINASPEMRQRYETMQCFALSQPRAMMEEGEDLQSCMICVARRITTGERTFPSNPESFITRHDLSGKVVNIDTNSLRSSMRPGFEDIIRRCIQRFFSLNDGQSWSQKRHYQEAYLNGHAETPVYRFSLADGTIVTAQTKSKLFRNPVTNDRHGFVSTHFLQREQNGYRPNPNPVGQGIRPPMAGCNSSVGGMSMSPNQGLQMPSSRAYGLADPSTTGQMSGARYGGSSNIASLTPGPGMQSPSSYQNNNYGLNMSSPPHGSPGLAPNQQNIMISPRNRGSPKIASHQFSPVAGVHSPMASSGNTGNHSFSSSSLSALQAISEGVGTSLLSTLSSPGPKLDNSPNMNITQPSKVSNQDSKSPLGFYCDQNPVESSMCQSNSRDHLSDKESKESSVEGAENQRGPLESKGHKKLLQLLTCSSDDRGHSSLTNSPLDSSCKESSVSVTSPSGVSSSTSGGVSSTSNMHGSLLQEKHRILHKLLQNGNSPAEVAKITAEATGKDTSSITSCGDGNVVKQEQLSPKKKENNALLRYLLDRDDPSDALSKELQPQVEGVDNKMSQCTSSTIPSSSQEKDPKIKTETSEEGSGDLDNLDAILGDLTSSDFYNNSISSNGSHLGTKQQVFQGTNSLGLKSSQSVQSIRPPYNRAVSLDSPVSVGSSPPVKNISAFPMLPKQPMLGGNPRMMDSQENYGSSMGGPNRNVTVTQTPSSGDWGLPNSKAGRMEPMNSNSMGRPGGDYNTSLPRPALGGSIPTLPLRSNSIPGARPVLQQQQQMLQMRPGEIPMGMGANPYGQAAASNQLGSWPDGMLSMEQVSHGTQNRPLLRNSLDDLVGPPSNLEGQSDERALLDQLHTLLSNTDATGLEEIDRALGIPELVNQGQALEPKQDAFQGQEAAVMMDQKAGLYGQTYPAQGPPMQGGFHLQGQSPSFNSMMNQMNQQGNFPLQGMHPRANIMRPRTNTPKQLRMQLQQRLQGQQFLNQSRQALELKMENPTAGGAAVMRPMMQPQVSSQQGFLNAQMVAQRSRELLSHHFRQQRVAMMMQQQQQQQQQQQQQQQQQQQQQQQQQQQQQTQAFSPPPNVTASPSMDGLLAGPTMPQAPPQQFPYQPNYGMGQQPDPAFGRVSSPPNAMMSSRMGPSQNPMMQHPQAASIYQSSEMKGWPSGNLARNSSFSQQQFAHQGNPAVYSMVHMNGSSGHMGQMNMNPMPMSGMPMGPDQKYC
# TROY signal inh: inhibitors of TROY-driven NF-kB signaling, primary screen, Q293 LMP1-TROYcd cells, NF-kB luciferase, uHTS; Q293 LMP1-TROYcd NF-kB luciferase reporter, 4 h; inhibition, % at 10 µM; actives 0.98% (n = 360,000); AID 1347056, 2019;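 active = compounds whose plate-normalised and pattern-corrected inhibition of the luciferase reporter signal at the single screening dose is 50% or more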
# CF NFkB inh: inhibitors of PAF-induced NF-kB signaling, primary screen, cell-based, GFP fluorescence, uHTS. KKLEB NF-kB-GFP reporter, GFP fluorescence overnight. inhibition, % at 5 µM. actives 0.86% (n = 360,000). AID 588850, 2011;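 active = at least 50% inhibition at 5 µM, scaled per plate between neutral and stimulator controls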;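 also: PAF is a Pseudomonas aeruginosa culture filtrate used as stimulus; plate controls were PAF-stimulated DMSO wells for no effect and unstimulated DMSO wells for full effect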
# KKLEB cytotox: cytotoxicity in KKLEB CF airway cells, primary screen, cytotoxicity control for CF NF-kB inhibitor project, cell-based, uHTS, fluorescence assay plates; KKLEB CF airway cells viability, ATPlite luminescence, overnight; hits give low values; cells stimulated with P. aeruginosa culture filtrate; activity change (cytotoxicity), % at 5 µM; actives 0.36% (n = 360,000); AID 602141, 2011;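 active = corrected activity change at or below -50% at 5 µM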
# TRAIL sens C8: viability loss with TRAIL in NB7+C8 cells, primary screen, TRAIL sensitizer project, cell-based, ATPlite luminescence. inhibition (viability loss, TRAIL sensitization), % at 10 µM. actives 1% (n = 360,000). AID 624354, 2012;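 active = compounds causing at least 50% loss of cell viability in the single-dose screen, relative to plate controls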
# LMP1 NFkB inh: EBV LMP1-driven NF-kappaB luciferase reporter inhibitors, primary screen, cell-based, luminescence, single point; LMP1-induced NF-kappaB luciferase reporter cells; inhibition, % at 12.5 µM; actives 0.69% (n = 350,000); AID 504558, 2011; in the data active = inhibition above about 41%;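 also: 0% = neutral control wells and 100% = reference inhibitor control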
# TWEAK Fn14 block: inhibitors of TWEAK-Fn14 signaling, primary screen, luciferase reporter cells, uHTS; TWEAK-stimulated Fn14 reporter cells, luciferase luminescence, 8 h; inhibition, % at 10 µM; actives 2% (n = 360,000); AID 1159606, 2016; in the data active = inhibition above about 50%
# NR2F2 inh: NR2F2 transcriptional activity inhibitors, primary screen, cell-based, luciferase reporter, HEK293T, luminescence | COUP transcription factor 2 (Homo sapiens), P24468 | HEK293T NGFI-A luciferase reporter | inhibition, % at 8.6 µM | actives 0.7% (n = 370,000) | AID 686940, 2013;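 active = inhibition above a per-plate cutoff, mean inhibition of test wells between control levels plus 3 SD, cut at about 38% in these data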;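 also: cells cotransfected with COUP-TFII expression vector driving the NGFI-A reporter; 0% = median of COUP-TF2 test wells and 100% = reporter-only cells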
# LRH-1 inv ag: LRH-1 (NR5A2) inverse agonists, primary screen, cell-based, luminescence, HEK293T, StAR-luciferase reporter; LRH-1 transfected, 24 h; inhibition, % at 3.6 µM; actives 0.13% (n = 360,000);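 active = inhibition above the mean inhibition of all tested compounds plus 3 SD, cut at about 73% in these data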;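 also: 0% = DMSO wells and 100% = reporter-only cells lacking LRH-1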
# SRC1 inh: SRC1 coactivator transcriptional activity inhibitors, primary screen, cell-based, luminescence; HEK293 GAL4-SRC1 luciferase reporter; inhibition, % at 3.6 µM; actives 0.12% (n = 360,000); Nuclear receptor coactivator 1 (Homo sapiens), Q15788;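 active = inhibition above the campaign mean plus 3 SD, with each screening campaign given its own cutoff, cut at about 60% in these data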;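 also: 0% = DMSO treated cells and 100% = gossypol at 36 µM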
# The depositor's hits bear a star; . = not tested or not shown. Not a hit list. About 4.2% of those tested had a hit in this group.
SMILES,SRC2 inh,SRC3 inh,TROY signal inh,CF NFkB inh,KKLEB cytotox,TRAIL sens C8,LMP1 NFkB inh,TWEAK Fn14 block,NR2F2 inh,LRH-1 inv ag,SRC1 inh
CN1CCN(S(=O)(=O)c2ccc3c(c2)NC(=O)C2CCCN32)CC1 (stereo not drawn),-25,9,-4,-3,-4,1,-8,-8,2,0,5
CCN(CC)CCNC(=O)Cc1nn(Cc2ccccc2)c(=O)c2ccccc12,23,14,-14,4,-8,2,7,9,0,-1,-2
CC(C)C(=O)Nc1cccc(C(=O)Nc2nccs2)c1,-20,21,6,10,-3,-21,-22,-3,-13,4,-9
Cc1ccc(S(=O)(=O)Nc2ccc(S(=O)(=O)N3CCOCC3)cc2)cc1[N+](=O)[O-],-12,8,-12,-6,13,7,-5,14,-1,1,-5
COc1ccccc1N(C(=O)CNC(=O)c1ccco1)C(C(=O)NCC1CCCO1)c1ccccc1 (stereo not drawn),1,-10,-9,-5,-2,-5,5,1,0,2,1
CCCn1c(N)c(C(=O)CSc2nc3ccccc3c(=O)n2Cc2ccccc2)c(=O)[nH]c1=O,2,16,-3,-7,-1,7,10,1,-4,3,-17
O=C(COC(=O)c1cccc(S(=O)(=O)N2CCN(c3ccccc3)CC2)c1)NCC1CCCO1 (stereo not drawn),16,3,14,-6,-6,10,7,-1,-10,4,-21
COc1ccc(Oc2ccc(C(F)(F)F)cc2NC(=O)c2ccc(F)cc2)cc1,19,5,-9,2,-20,22,-6,10,0,17,4
CCOC(=O)c1oc2nc(C)c3c(c2c1N)CC(C)(C)OC3,10,8,6,16,-26,-5,7,-13,-11,11,0
COc1cc(/C=C/C(=O)N2CCCN(C(=O)/C=C/c3cc(OC)c(OC)c(OC)c3)CC2)cc(OC)c1OC,10,-7,3,-29,7,1,-1,-2,-3,-16,-40
Cc1nc(NS(=O)(=O)c2ccccc2)sc1NC(=O)OCCN(C)C,-40,15,-13,-2,9,6,-5,-15,5,1,0
COC(=O)C1=C(C)OC(N)=C(C#N)C1c1ccco1 (stereo not drawn),-3,-14,-4,10,2,-3,4,-10,-6,8,-12
CCN(CC)CCN(C(=O)Cn1nnc(-c2ccc(OC)c(OC)c2)n1)C(C(=O)NC1CCCC1)c1ccc(F)cc1 (stereo not drawn),-37,-61,1,5,-1,10,8,6,8,-13,0
COc1ccc(C2=Nn3c(nnc3-c3cccnc3)SC2)cc1,-9,-4,-9,-14,-10,11,6,-12,-3,22,-13
COc1ccccc1-c1cc(-c2ccc(C)cc2)nc(SCc2nnc(-c3ccccc3)o2)c1C#N,-3,1,-1,14,7,11,25,-20,11,2,6
CCCc1c(-c2ccccc2)ncn1Cc1ccccc1OC,5,.,17,.,.,14,.,-15,4,-15,.
CCN(C(=O)c1ccc(=O)[nH]c1)c1c(N)n(Cc2ccccc2)c(=O)[nH]c1=O,-27,-2,15,2,-2,-11,5,4,-4,13,-9
N#CCCn1cnc2ccccc21,-5,25,6,0,-2,-4,2,-7,8,-13,-2
Cc1cccn2c(=O)c(/C=C(\C#N)S(=O)(=O)c3ccc(Cl)cc3)c(N3CCC(C(N)=O)CC3)nc12,13,8,1,12,5,-8,7,19,18,-2,7
COc1ccccc1C=NN=Cc1ccccc1O,-110,-123,-67,-5,10,-6,83*,-17,-8,-34,-108

# Record cards, as listed above. Order of screens: SRC2 inh	SRC3 inh	TROY signal inh	CF NFkB inh	KKLEB cytotox	TRAIL sens C8	LMP1 NFkB inh	TWEAK Fn14 block	NR2F2 inh	LRH-1 inv ag	SRC1 inh
# Results for CCOC(=O)c1oc2nc(C)c3c(c2c1N)CC(C)(C)OC3 : 10	8	6	16	-26	-5	7	-13	-11	11	0
# Results for Cc1nc(NS(=O)(=O)c2ccccc2)sc1NC(=O)OCCN(C)C : -40	15	-13	-2	9	6	-5	-15	5	1	0
# Results for O=C(COC(=O)c1cccc(S(=O)(=O)N2CCN(c3ccccc3)CC2)c1)NCC1CCCO1 (stereo not drawn) : 16	3	14	-6	-6	10	7	-1	-10	4	-21
# Results for Cc1cccn2c(=O)c(/C=C(\C#N)S(=O)(=O)c3ccc(Cl)cc3)c(N3CCC(C(N)=O)CC3)nc12 : 13	8	1	12	5	-8	7	19	18	-2	7

# Fetched by compound from the entries so far (two):
SMILES,SRC2 inh,SRC3 inh,TROY signal inh,CF NFkB inh,KKLEB cytotox,TRAIL sens C8,LMP1 NFkB inh,TWEAK Fn14 block,NR2F2 inh,LRH-1 inv ag,SRC1 inh
COC(=O)C1=C(C)OC(N)=C(C#N)C1c1ccco1 (stereo not drawn),-3,-14,-4,10,2,-3,4,-10,-6,8,-12
CCCn1c(N)c(C(=O)CSc2nc3ccccc3c(=O)n2Cc2ccccc2)c(=O)[nH]c1=O,2,16,-3,-7,-1,7,10,1,-4,3,-17

# (listing goes on)
SMILES,SRC2 inh,SRC3 inh,TROY signal inh,CF NFkB inh,KKLEB cytotox,TRAIL sens C8,LMP1 NFkB inh,TWEAK Fn14 block,NR2F2 inh,LRH-1 inv ag,SRC1 inh
Cc1ccc(NC(=O)CN2CCCCCC2)c(Br)c1,-10,-75,-18,-7,-2,18,-15,5,-20,-74,-44
CC1CCN(C(=O)c2cc(Cl)nc3ccccc23)CC1,1,6,13,4,-17,-6,-1,0,12,10,-13
COc1ccccc1C1(O)C(=O)Nc2ccc(C)cc21 (stereo not drawn),15,10,-6,4,-4,-14,2,20,19,-10,1
Cc1c(C)c(C)c(S(=O)(=O)NCCc2ccncc2)c(C)c1C,9,11,8,-3,2,-8,3,9,12,-18,3
COc1cc(NC(=O)C/C(C)=N/NC(=O)Cc2ccccc2)c(OC)cc1Cl,21,-10,4,-5,-5,-6,13,-16,8,-3,-10
Cc1ccc(OCC2Cn3c(nc4c3c(=O)[nH]c(=O)n4C)O2)cc1 (stereo not drawn),14,-4,-3,3,-1,4,3,9,-17,14,0
O=C(NCc1ccc2c(c1)OCO2)c1ccc(CS(=O)(=O)Cc2cccc(Cl)c2)o1,10,22,-1,-11,-3,-9,10,13,15,9,-18
O=C(Nc1ccc(C(=O)OC2CCCCC2)cc1)c1ccncc1,10,12,29,16,-11,21,-7,31,53*,18,-9
CCOC(=O)Cc1cc(=O)n2[nH]c(-c3ccccc3)cc2n1,.,5,-7,1,0,-9,-1,-22,.,6,-8
Oc1c(Cl)cc(CN2CCCCC2)c2cccnc12,.,-10,18,14,0,35,63*,9,.,22,-4
CCCOc1ccc(N2C(=O)CC(N(Cc3ccco3)C(=O)CCC(=O)O)C2=O)cc1 (stereo not drawn),9,3,-16,3,0,7,-3,2,12,6,-2
COc1cc(CN(C)CC2CCCN(CCc3ccccc3F)C2)cc(Cl)c1OC (stereo not drawn),-8,-11,16,6,1,20,1,-6,-27,10,-6
Cc1ccc(S(=O)(=O)c2nc(-c3ccccc3Br)oc2N(C)C)cc1,-24,4,5,18,-13,29,-7,-1,-2,-13,12
Cc1ccc(OCCNC(=O)c2cc(-n3cnnc3)ccc2Cl)cc1C,-9,-4,-1,-16,9,-23,-2,-7,3,-7,2
COc1ccccc1NC(=O)CN1CCN(c2ccc(Cl)cc2)CC1,-24,-4,21,12,3,-11,-4,18,3,-3,-1
O=C(CSC1=Nc2ccccc2C2CC=NN12)Nc1ccc2c(c1)OCO2 (stereo not drawn),11,0,-2,-27,16,-8,-1,-12,-3,3,-11
Cc1ccnc(NC(=O)c2ccc(Cl)s2)c1,.,-55,-37,-27,27,39,-12,6,.,-87,-89
COc1ccc(C(=O)N2CCC(=O)N(C(CO)Cc3ccccc3)CC2)cc1 (stereo not drawn),14,-2,-12,8,2,-5,-2,4,-10,16,-9
CCCNC(=O)Cn1c(-c2ccc(F)cc2)cc(C(=O)OCC)c1C,-17,12,-5,13,4,-1,6,-6,-3,5,14
O=C(Nc1cc(=O)[nH]c2nc(-c3ccccc3)nn12)c1ccccc1Cl,-8,4,25,-24,-19,-16,-9,9,-25,6,9

# Structural class, the compounds so far containing bromine.
SMILES,SRC2 inh,SRC3 inh,TROY signal inh,CF NFkB inh,KKLEB cytotox,TRAIL sens C8,LMP1 NFkB inh,TWEAK Fn14 block,NR2F2 inh,LRH-1 inv ag,SRC1 inh
Cc1ccc(NC(=O)CN2CCCCCC2)c(Br)c1,-10,-75,-18,-7,-2,18,-15,5,-20,-74,-44
Cc1ccc(S(=O)(=O)c2nc(-c3ccccc3Br)oc2N(C)C)cc1,-24,4,5,18,-13,29,-7,-1,-2,-13,12

# Further compounds follow:
SMILES,SRC2 inh,SRC3 inh,TROY signal inh,CF NFkB inh,KKLEB cytotox,TRAIL sens C8,LMP1 NFkB inh,TWEAK Fn14 block,NR2F2 inh,LRH-1 inv ag,SRC1 inh
COC(=O)c1ccc(CSc2ccccc2NC(=S)Nc2cccc(SC)c2)o1,-42,-13,19,-8,-5,-11,-10,35,0,-29,-31
O=c1[nH]c2ccccc2nc1NCc1ccccc1,15,-9,-17,14,-6,2,-4,-32,-1,-5,-11
Cc1sccc1/C=N/NC(=O)c1ccco1,-38,-27,-28,-30,13,3,-13,-8,-17,-80,-86
O=C(COC(=O)Cc1cccs1)Nc1cccc(S(=O)(=O)N2CCOCC2)c1,-7,-2,1,-9,-2,-10,-5,-20,-13,1,-6
CCOC(=O)C1=C(COC(=O)c2ccc(OC(C)C)cc2)NC(=O)NC1C (stereo not drawn),-28,-7,-10,29,-5,-1,8,-10,1,1,-3
Cc1noc(C)c1C(=O)Nc1sccc1C(N)=O,-17,-10,34,-30,-11,0,-6,-4,-19,-10,9
Cc1ccccc1N/C(=N/S(=O)(=O)c1cc(F)ccc1F)c1ccccc1,-6,13,2,7,-1,-7,3,-3,8,-3,-17
CCN(CC)CCNC(=O)Cn1cnc2sc(C)c(S(=O)(=O)N3CCOCC3)c2c1=O,9,4,-6,-4,0,-7,-4,-14,2,-7,-35
COc1ccc(S(=O)(=O)NC2CC(=O)N(c3cccc(F)c3)C2)cc1OC (stereo not drawn),-14,-1,-8,-23,4,-6,2,6,-1,8,-4
COc1ccc2sc(-c3ccccc3OC)c(-c3ccc(O)cc3)c2c1,20,-6,23,15,-9,4,-5,20,14,-3,10
COc1ccc(NC(C)C(=O)N2CCN(Cc3ccccc3)CC2)cc1 (stereo not drawn),-10,-2,17,13,-1,5,-3,-1,4,-2,-23
